KB-V1 MDR tox: KB-V1 MDR subline cytotoxicity; 400,000 tested, 3.4% active; KB-V1 MDR cells viability, CellTiter-Glo, 72 h; AID 1347076; Potency, µM (highest dose often 46.1 µM), for inactives: top-dose activity change, negative = cytotoxicity, hits mostly cytotoxic; further: potency means the concentration at half of the fitted maximal effect; on the % scale 0 is the no-effect control and ±100 the full control effect; nearly all actives have a fitted effect of over 60% in size
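Following 72 h at 37 degrees C with compound, KB-V1 cell viability was read by CellTiter-Glo luminescence, medium being phenol-red-free DMEM plus 10% FBS; concentration-response parameters came from normalized, curve-fitted qHTS data.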
HT1080-NT tox: kills 2HG-producing HT-1080-NT fibrosarcoma cells; HT-1080-NT fibrosarcoma viability, CellTiter-Glo ATP luminescence, 48 h; Potency, µM (titrated, usually from 46.1 µM), for the others: at the highest dose activity, negative = less viability, most hits filed as cytotoxic; 360,000 tested, 1.6% active; AID 686970;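 further: NT is the 2HG producing partner of a matched IDH1 knockdown line; potency means the concentration at half of the fitted maximal effect; 0% = DMSO-treated cells and -100% = media-only wells without cells; nearly all actives have a fitted effect of over 55% in size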
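A 48-hour cytotoxicity screen used HT-1080-NT cells plated 2 hours before compound delivery. ATP-based CellTiter-Glo luminescence measured viability, normalized to DMSO and no-cell controls.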
IL-1B inflam inh: inflammasome signaling inhibition, IL-1 beta readout. THP-1 LPS/ATP IL-1B secretion, AlphaLISA, 16 h; active compounds read low. 360,000 tested, 4.7% active. activity change, % at 57.5 µM; in the data active means activity change below about -50%; inconclusive means mostly about -30% to -49%; further: on the % scale 0 is the no-effect control and ±100 the full control effect
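Secreted IL-1B measured by AlphaLISA bead assay after 16 h compound exposure of THP-1 cells; compounds (final up to 57.5 uM) added 1 h before LPS (250 ng/mL) and ATP (1.25 mM) stimulation; lower signal means less secretion.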
SW480 rerep: induces DNA re-replication in SW480 colon adenocarcinoma cells; SW480 DNA re-replication, Hoechst DNA content imaging, 48 h; Potency, µM (series often up to 46.1 µM), for the others: at the highest dose re-replication activation, hits mostly activators; 340,000 tested, 1.8% active; further: potency means the concentration at half of the fitted maximal effect; % of control where 0% means no effect; nearly all actives have a fitted effect of over 55% in size
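Readout is total intensity of Hoechst-stained nuclei, excited at 405 nm and collected at 500-530 nm. Compound treatment lasted 48 hr at 37 C in 5% CO2 before staining.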
D3 ag: D3 dopamine receptor (human) agonism; P35462; D3R DiscoveRx beta-arrestin cells, luminescence, 90 min; max activation, %; 410,000 tested, 0.58% active; AID 652048; in the data active means max activation above about 30%; further: 0% is about no effect; mostly tested at two doses, the higher about 12 µM
Target sequence (P35462 whole entry, looked up): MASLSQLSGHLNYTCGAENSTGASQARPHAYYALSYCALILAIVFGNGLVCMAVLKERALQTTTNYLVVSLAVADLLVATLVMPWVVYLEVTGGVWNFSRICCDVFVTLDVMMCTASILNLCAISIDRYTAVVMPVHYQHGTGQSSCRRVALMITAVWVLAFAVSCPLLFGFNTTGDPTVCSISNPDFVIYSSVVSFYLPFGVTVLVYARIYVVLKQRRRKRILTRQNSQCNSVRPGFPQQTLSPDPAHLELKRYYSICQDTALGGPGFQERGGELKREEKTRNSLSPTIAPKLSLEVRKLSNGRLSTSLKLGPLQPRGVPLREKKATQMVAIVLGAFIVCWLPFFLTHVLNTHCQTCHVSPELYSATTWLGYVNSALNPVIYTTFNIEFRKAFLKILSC
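Agonist-mode cell screen: cells plated at 1500/well and incubated overnight at 37 °C, then exposed to library compounds for 90 min at 37 °C. Detection reagent was added for 30–60 min at room temperature, and luminescence was read.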
HT1080 IDH1KD tx: toxicity to HT-1080 IDH1 knockdown cells (counter line). HT-1080 IDH1 knockdown viability, ATP luminescence, 48 h. Potency, µM (series often up to 46.1 µM), inactives show at the highest dose activity, negative = toxicity, actives largely listed as cytotoxic. 360,000 tested, 2% active;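 further: potency means the concentration at half of the fitted maximal effect; 0% = DMSO wells and -100% = cell-free medium wells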
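Using the IDH1-knockdown HT-1080 line run in the same batch and compound series as the NT line, viability after 48 h at 37 °C was determined by CellTiter-Glo luminescence and expressed as % activity.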
GLP1R ag: GLP-1 receptor (human) agonism | HEK293 GLP-1R CRE-luciferase, luminescence, 4-6 h; cells express a hypersensitive GLP-1R form | P43220 | Potency, µM (highest dose often 45.6 µM), without a hit: at the top dose activation, actives largely listed as activators | 380,000 tested, 0.007% active; further: potency means the concentration at half of the fitted maximal effect; % of control where 0% means no effect
Target sequence (P43220 whole entry, looked up): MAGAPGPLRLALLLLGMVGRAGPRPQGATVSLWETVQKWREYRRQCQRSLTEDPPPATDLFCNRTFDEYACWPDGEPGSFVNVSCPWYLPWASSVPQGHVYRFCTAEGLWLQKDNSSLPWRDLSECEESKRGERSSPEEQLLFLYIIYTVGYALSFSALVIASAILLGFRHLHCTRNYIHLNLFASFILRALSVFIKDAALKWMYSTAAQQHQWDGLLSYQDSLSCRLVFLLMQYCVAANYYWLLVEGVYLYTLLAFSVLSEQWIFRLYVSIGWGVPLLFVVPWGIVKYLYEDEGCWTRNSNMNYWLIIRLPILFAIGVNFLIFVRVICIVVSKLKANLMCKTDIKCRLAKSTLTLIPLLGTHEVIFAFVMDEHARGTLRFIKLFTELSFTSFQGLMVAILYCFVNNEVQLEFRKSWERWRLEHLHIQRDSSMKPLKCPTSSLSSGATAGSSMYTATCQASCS
KB-3-1 tox: KB-3-1 parental cell cytotoxicity | KB-3-1 viability, CellTiter-Glo ATP luminescence, 72 h | Potency, µM (series often up to 46.1 µM), inactives show at the top dose activity change, negative = cytotoxic, hits mostly cytotoxic | 400,000 tested, 1.4% active | AID 1347075; further: potency means the concentration at half of the fitted maximal effect; on the % scale 0 is the no-effect control and ±100 the full control effect; nearly all actives have a fitted effect of over 60% in size
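Cytotoxicity in the drug-sensitive parental line KB-3-1 was scored as loss of CellTiter-Glo luminescence following 72 h incubation with compound. Values come from curve fitting of normalized concentration-response data.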
DRD3 antagonist: antagonists of human D3 dopamine receptor; D3R cells, DiscoveRx beta-arrestin luminescence, antagonist mode; active compounds read low; P35462; AID 652054; max response, negative = inhibition, %; 360,000 tested, 2.5% active; in the data active means max response below about -50%; inconclusive means no clear call, values can overlap the other calls; further: on the % scale 0 is the no-effect control and ±100 the full control effect; mostly tested at two doses, the higher about 12 µM
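Cells expressing the human receptor were seeded at 1500 cells/well, incubated overnight at 37 degrees C in 5% CO2, then exposed to library compounds with dopamine controls for 90 minutes at 37 degrees C before luminescent detection.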
* marks the source's active call; other numbers are inactive results; & = joins results of further samples; [ ] = another dose, or the depositor's remark. Unless noted, the call rests on the fitted dose curve; in most records, active means well fitted curve in the direction sought with a large enough effect; inconclusive means small, poorly fitted or top-dose-only effect, or another doubt; inactive means no such curve, though single readings can be large; an effect the other way counts as inactive or inconclusive. Compounds were not picked by outcome; overall some 12% were active at least once.

Results for Cc1ccc(C)c(OCC(O)CN2CCN(CCN3C(=O)c4cccc5cccc(c45)C3=O)CC2)c1 (stereo not drawn) ?
KB-V1 MDR tox: inconclusive; HT1080-NT tox: 16µM*; IL-1B inflam inh: -102*; SW480 rerep: inconclusive; D3 ag: -11; HT1080 IDH1KD tx: inconclusive; GLP1R ag: -18%; KB-3-1 tox: 16µM*; DRD3 antagonist: -16

How did COc1ccccc1-c1cc(C(=O)Nc2c(F)cc(F)cc2Br)no1 do in these assays?
KB-V1 MDR tox: inconclusive; HT1080-NT tox: 1%; IL-1B inflam inh: -21; SW480 rerep: -1%; D3 ag: 2; HT1080 IDH1KD tx: -22%; GLP1R ag: 1%; KB-3-1 tox: 10%; DRD3 antagonist: 5

How did COc1ccccc1C(=O)NCCC(=O)Nc1ncccc1O do in these assays?
KB-V1 MDR tox: 4%; HT1080-NT tox: -2%; IL-1B inflam inh: -7; SW480 rerep: -35%[inhibitor]; D3 ag: 2; HT1080 IDH1KD tx: 2%; GLP1R ag: -1%; KB-3-1 tox: 17%; DRD3 antagonist: 1

How did O=C(CNC(=O)c1cccc(F)c1)N/N=C/C=C/c1ccccc1 do in these assays?
KB-V1 MDR tox: 2%; HT1080-NT tox: 29%; IL-1B inflam inh: -12; SW480 rerep: -63%[inhibitor]; D3 ag: 2; HT1080 IDH1KD tx: 9%; GLP1R ag: 10%; KB-3-1 tox: 2%; DRD3 antagonist: -5

What do the screens show for `CN(CC(=O)Nc1cccc(S(=O)(=O)N2CCOCC2)c1)CC(=O)Nc1ccc(Cl)c(C(F)(F)F)c1`?
KB-V1 MDR tox: inconclusive; HT1080-NT tox: -12%; IL-1B inflam inh: -26; SW480 rerep: 3%; D3 ag: -2; HT1080 IDH1KD tx: -27%; GLP1R ag: -18%; KB-3-1 tox: inconclusive; DRD3 antagonist: -29

Results for Cc1cccc(CC2CC(=O)N(c3ccccc3)C2=O)c1 (stereo not drawn) ?
KB-V1 MDR tox: 3%; HT1080-NT tox: 13%; IL-1B inflam inh: 2; SW480 rerep: 0%; D3 ag: 0; HT1080 IDH1KD tx: 2%; GLP1R ag: 1%; KB-3-1 tox: -3%; DRD3 antagonist: -10

Results for COc1ccccc1-c1nnc(SC(C)C(=O)NCC2CCCO2)n1C (stereo not drawn) ?
KB-V1 MDR tox: 12%; HT1080-NT tox: -2%; IL-1B inflam inh: 28; SW480 rerep: -79%[inhibitor]; D3 ag: 3; HT1080 IDH1KD tx: 3%; GLP1R ag: 6%; KB-3-1 tox: 1%; DRD3 antagonist: -4

Results for CC(C)N1CCC(N2CCN(CC#Cc3ccccc3)CC2CCO)CC1 (stereo not drawn) ?
KB-V1 MDR tox: 1%; HT1080-NT tox: -1%; IL-1B inflam inh: 2; SW480 rerep: -127%[inhibitor]; D3 ag: 2; HT1080 IDH1KD tx: 4%; GLP1R ag: 0%; KB-3-1 tox: 3%; DRD3 antagonist: -7

How did COc1ccc(-c2c(NC(=O)c3ccco3)n(-c3ccccc3)nc(C)c2=O)cc1 do in these assays?
KB-V1 MDR tox: -18%; HT1080-NT tox: -4%; IL-1B inflam inh: 2; SW480 rerep: -5%[9.22 µM]; D3 ag: -5; HT1080 IDH1KD tx: 10%; GLP1R ag: 0%; KB-3-1 tox: 1%; DRD3 antagonist: -3

What do the screens show for `O=C(CN1CCN(c2ccccc2O)CC1)Nc1ccnn1C1CCCC1`?
KB-V1 MDR tox: -10%; HT1080-NT tox: -2%; IL-1B inflam inh: -7; SW480 rerep: -2%; D3 ag: 5; HT1080 IDH1KD tx: -13%; GLP1R ag: -6%; KB-3-1 tox: -21%; DRD3 antagonist: 17

What do the screens show for `c1ccc(-c2noc(-c3cccs3)n2)nc1`?
KB-V1 MDR tox: -26%; HT1080-NT tox: inconclusive; IL-1B inflam inh: 9; SW480 rerep: -8%; D3 ag: 13; HT1080 IDH1KD tx: inconclusive; GLP1R ag: -2%; KB-3-1 tox: inconclusive; DRD3 antagonist: 5

How did CC(C)CCOc1ccc(/C=N/N2C(=O)CSC2=S)cc1 do in these assays?
KB-V1 MDR tox: 24%; HT1080-NT tox: 17%; IL-1B inflam inh: -9; SW480 rerep: 14%; D3 ag: 13; HT1080 IDH1KD tx: 19%; GLP1R ag: 0%; KB-3-1 tox: 19%; DRD3 antagonist: -4

What do the screens show for `Cc1ccc(C(=O)NC(=S)Nc2ccc(S(=O)(=O)N(C)c3ccccc3)cc2)cc1`?
KB-V1 MDR tox: 1%; HT1080-NT tox: 1%; IL-1B inflam inh: 35; SW480 rerep: -3%; D3 ag: 4; HT1080 IDH1KD tx: -21%; GLP1R ag: -9%; KB-3-1 tox: -2%; DRD3 antagonist: 0

Results for O=C(CCn1nc(-c2ccccc2)ccc1=O)N1CCN(c2ccccn2)CC1 ?
KB-V1 MDR tox: inconclusive; HT1080-NT tox: -8%; IL-1B inflam inh: -17; SW480 rerep: -4%; D3 ag: 3; HT1080 IDH1KD tx: 0%; GLP1R ag: 6%; KB-3-1 tox: 1%; DRD3 antagonist: 3

What do the screens show for `COC(=O)CCN(c1ccccc1)S(=O)(=O)c1cc(-c2cc(C)no2)ccc1OC`?
KB-V1 MDR tox: 23%; HT1080-NT tox: -15%; IL-1B inflam inh: 2; SW480 rerep: 4%; D3 ag: 7&-6; HT1080 IDH1KD tx: 3%; GLP1R ag: 20%; KB-3-1 tox: 12%; DRD3 antagonist: 1

How did CCS(=O)(=O)N1CCC(C(=O)NCc2ccc(F)cc2Cl)CC1 do in these assays?
KB-V1 MDR tox: inconclusive; HT1080-NT tox: 1%; IL-1B inflam inh: 7; SW480 rerep: 10%; D3 ag: 0; HT1080 IDH1KD tx: 5%; GLP1R ag: -6%; KB-3-1 tox: -13%; DRD3 antagonist: -6

What do the screens show for `CCCn1ncc2c(Nc3ccc(C)c(C)c3)ncnc21`?
KB-V1 MDR tox: -18%; HT1080-NT tox: 2%; IL-1B inflam inh: -64*; SW480 rerep: -8%; D3 ag: 12; HT1080 IDH1KD tx: -1%; GLP1R ag: 23%; KB-3-1 tox: 1%; DRD3 antagonist: 8

Results for O=c1oc([C@@H](O)c2ccccc2)cc2ccccc12 ?
KB-V1 MDR tox: -2%; HT1080-NT tox: 1%; IL-1B inflam inh: 1; SW480 rerep: -44%[inhibitor][9.22 µM]; D3 ag: -6; HT1080 IDH1KD tx: 4%; GLP1R ag: -2%; KB-3-1 tox: 5%; DRD3 antagonist: 6

Results for COc1cccc(CC(=O)Nc2ccccc2C(=O)N2CCOCC2)c1 ?
KB-V1 MDR tox: 0%; HT1080-NT tox: 11%; IL-1B inflam inh: 17; SW480 rerep: -7%; D3 ag: 4; HT1080 IDH1KD tx: 19%; GLP1R ag: 0%; KB-3-1 tox: 12%; DRD3 antagonist: 0

Results for Cc1ccc(C(=O)OC(C)C(=O)N(C)C2CCCCC2)cc1S(=O)(=O)N1CCCCC1 (stereo not drawn) ?
KB-V1 MDR tox: -15%; HT1080-NT tox: 0%; IL-1B inflam inh: -29; SW480 rerep: -3%; D3 ag: -1; HT1080 IDH1KD tx: -12%; GLP1R ag: 0%; KB-3-1 tox: -15%; DRD3 antagonist: 1

What do the screens show for `O=C(Nc1ccc(Cl)c(S(=O)(=O)N2CCOCC2)c1)c1ccncc1`?
KB-V1 MDR tox: -2%; HT1080-NT tox: -21%; IL-1B inflam inh: 28; SW480 rerep: 25%; D3 ag: 0; HT1080 IDH1KD tx: -3%; GLP1R ag: 13%; KB-3-1 tox: 0%; DRD3 antagonist: 1

What do the screens show for `CC(=O)Nc1ccc(C=NNc2nnc(NN=Cc3ccc(NC(C)=O)cc3)c3ccccc23)cc1`?
KB-V1 MDR tox: 2%; HT1080-NT tox: -3%; IL-1B inflam inh: 0; SW480 rerep: inconclusive; D3 ag: 1; HT1080 IDH1KD tx: -2%; GLP1R ag: -2%; KB-3-1 tox: -2%; DRD3 antagonist: -17

What do the screens show for `CN(C)C(=O)c1cccn(Cc2ccc(C(F)(F)F)cc2)c1=O`?
KB-V1 MDR tox: -14%; HT1080-NT tox: 26%; IL-1B inflam inh: -13; SW480 rerep: 1%; D3 ag: -2; HT1080 IDH1KD tx: 14%; GLP1R ag: 2%; KB-3-1 tox: 1%; DRD3 antagonist: -11

Results for CCC(=O)N1CCN(c2ccccc2NC(=O)COc2cccc(C)c2C)CC1 ?
HT1080-NT tox: 1%; IL-1B inflam inh: -8; SW480 rerep: 4%; D3 ag: 4; HT1080 IDH1KD tx: 0%; GLP1R ag: -4%; DRD3 antagonist: 6

How did COc1cc(C=C2CCCC(=Cc3ccc(OCC4CO4)c(OC)c3)C2=O)ccc1OCC1CO1 (stereo not drawn) do in these assays?
KB-V1 MDR tox: inconclusive; HT1080-NT tox: 16µM*; IL-1B inflam inh: -105*; D3 ag: 11; HT1080 IDH1KD tx: inconclusive; GLP1R ag: -5%; KB-3-1 tox: inconclusive; DRD3 antagonist: 13

How did Cc1ccc(OC(C)C(=O)Nc2ccncc2)cc1C (stereo not drawn) do in these assays?
KB-V1 MDR tox: 2%; HT1080-NT tox: -27%; IL-1B inflam inh: -10; SW480 rerep: -15%; D3 ag: 14; HT1080 IDH1KD tx: -4%; GLP1R ag: -6%; KB-3-1 tox: inconclusive; DRD3 antagonist: 3

Results for Cc1cc(C)nc(/N=C(\N)Nc2ccc(S(=O)(=O)O)cc2)n1 ?
KB-V1 MDR tox: 13%; HT1080-NT tox: 13%; IL-1B inflam inh: 34; SW480 rerep: -28%; D3 ag: 13; HT1080 IDH1KD tx: 6%; GLP1R ag: 1%; KB-3-1 tox: -1%; DRD3 antagonist: 4

From PubChem
